Assay outcomes as filed in PubChem BioAssay.
Apaf-1 inh = blocks human Apaf-1 apoptosome activity; O14727; reconstituted apoptosome caspase-3 activity, DEVD-Rh110 fluorescence; inhibition, % at 20 µM; 0.71% of 330,000 active; AID 489030; active = inhibition of at least 40% at 20 µM;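 also: plate controls were DMSO wells for no effect and DEVD-CHO caspase inhibitor wells for full effect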
Target sequence (O14727 whole entry, looked up): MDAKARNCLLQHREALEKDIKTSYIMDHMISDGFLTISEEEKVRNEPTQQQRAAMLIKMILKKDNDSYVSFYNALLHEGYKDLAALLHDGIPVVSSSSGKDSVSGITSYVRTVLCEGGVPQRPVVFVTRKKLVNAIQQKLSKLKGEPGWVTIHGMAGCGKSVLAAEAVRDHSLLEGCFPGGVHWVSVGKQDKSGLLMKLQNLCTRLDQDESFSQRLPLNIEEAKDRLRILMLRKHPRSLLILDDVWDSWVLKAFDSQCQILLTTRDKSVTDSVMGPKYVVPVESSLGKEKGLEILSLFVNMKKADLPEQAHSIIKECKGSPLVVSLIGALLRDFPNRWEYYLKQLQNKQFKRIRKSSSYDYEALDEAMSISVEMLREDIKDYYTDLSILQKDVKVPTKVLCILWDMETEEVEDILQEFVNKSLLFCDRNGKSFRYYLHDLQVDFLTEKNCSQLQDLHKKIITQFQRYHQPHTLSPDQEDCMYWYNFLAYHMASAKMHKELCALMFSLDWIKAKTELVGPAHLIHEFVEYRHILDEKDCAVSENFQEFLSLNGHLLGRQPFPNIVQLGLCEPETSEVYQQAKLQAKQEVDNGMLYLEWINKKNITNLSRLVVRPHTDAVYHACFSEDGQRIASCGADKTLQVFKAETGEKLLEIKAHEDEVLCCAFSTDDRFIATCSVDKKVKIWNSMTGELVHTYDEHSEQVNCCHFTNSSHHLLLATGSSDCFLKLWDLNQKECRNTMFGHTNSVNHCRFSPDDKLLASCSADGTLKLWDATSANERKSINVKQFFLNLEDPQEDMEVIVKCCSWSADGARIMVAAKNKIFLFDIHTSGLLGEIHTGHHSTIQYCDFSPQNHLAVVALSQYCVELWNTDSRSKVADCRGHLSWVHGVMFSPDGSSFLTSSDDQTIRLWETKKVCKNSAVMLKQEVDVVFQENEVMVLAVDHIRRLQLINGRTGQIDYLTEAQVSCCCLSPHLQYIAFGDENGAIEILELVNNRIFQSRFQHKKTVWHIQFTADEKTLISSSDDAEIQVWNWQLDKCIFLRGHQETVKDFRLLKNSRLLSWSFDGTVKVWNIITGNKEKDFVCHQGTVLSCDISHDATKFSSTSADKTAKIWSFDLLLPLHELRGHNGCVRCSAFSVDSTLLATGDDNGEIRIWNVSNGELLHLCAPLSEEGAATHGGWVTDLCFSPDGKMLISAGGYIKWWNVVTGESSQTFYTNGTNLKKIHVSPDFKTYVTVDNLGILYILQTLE
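Material: reconstituted apoptosome with Apaf-1, cytochrome c, caspase-9, procaspase-3, dATP; medium: pH 7.5 Hepes buffer with CHAPS, BSA, DTT; also added: cytochrome c and DEVD-Rh110 substrate; timing: 30 min plus 50 min, RT; signal: Rh110 fluorescence intensity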
SENP1 inh = SENP1 (human) catalytic domain inhibition | 0.21% of 360,000 active | recombinant SENP1 catalytic domain, CyPet-SUMO1-YPet FRET cleavage | Q9P0U3 | inhibition, % at 10 µM | AID 624204;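 active = inhibition at least 30% at 10 µM, raw YFP signal under a set limit, fluorescence ratio 0.5 to 1.5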;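 also: 0% = enzyme with DMSO and 100% = no enzyme wells; some results filed as inactive read as strong as hits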
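System: Recombinant human SENP1 catalytic domain, His6-tagged | Incubation: Enzyme reaction for 50 min at room temperature, dark | Medium: Tris pH 8 with BME, BSA, NP40 and catalase | Also added: 25 nM SUMO1 FRET substrate | Compound: 10 µM single point, 0.5% DMSO | Measured by: FRET fluorescence in CFP and YFP emission channels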
SENP6 block = blocks the human protease SENP6; inhibition, % at 10 µM; Recombinant SENP6 catalytic domain, aminoluciferin luminescence; 1.8% of 330,000 active; AID 2599; Q9GZR1;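 active = inhibition above about 50% at the single tested dose, limit read from the data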;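 also: plate controls were DMSO wells with enzyme for no effect and DMSO wells lacking enzyme for full effect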
SENP7 block = SENP7 protease inhibition. Q9BQF6. recombinant SENP7, Z-RLRGG-aminoluciferin luminescence, 40 min. inhibition, % at 5 µM. 1.5% of 330,000 active. AID 434973;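 active = inhibition above about 50% at the single test dose, limit read from the data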;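 also: plate controls were DMSO with enzyme for no effect and no enzyme buffer wells for full effect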
HKDC1 inhibitor = HKDC1 (human) hexokinase inhibition. 0.16% of 340,000 active. inhibition, % at 20 µM. recombinant HKDC1, G6PDH/diaphorase resazurin coupled fluorescence. Q2TB90;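 active = inhibition above about 35% when tested at 20 µM, limit read from the data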;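 also: plate controls were DMSO wells with enzyme for no effect and DMSO wells lacking enzyme for full effect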
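Assay system: in-house recombinant HK5 (HKDC1) enzyme. Input: HKDC1 at 5 µg/mL. Medium: Tris pH 8.0 buffer with MgCl2, Tween-20, BSA, BME. Dosing: single 20 µM dose. Schedule: 90 min reaction incubation at room temperature, dark. Signal: resazurin-to-resorufin fluorescence via G6PDH and diaphorase coupling, 525/613 nm. Controls: DMSO-enzyme wells negative, buffer-substituted wells positive.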
SENP8 block-1 = inhibitors of human SENP8 protease; Q96LD8; recombinant SENP8, Nedd8 substrate fluorescence; inhibition, % at 20 µM; 0.64% of 360,000 active; AID 602440; in the data active = inhibition mostly above about 40%, no sharp cut-off; inactive = mostly below about 27%
PfGluPho inh = PfG6PD (Plasmodium falciparum) enzyme inhibition; PfGluPho enzyme, NADPH resazurin-diaphorase fluorescence; inhibition, % at 20 µM; 0.78% of 350,000 active;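 active = inhibition reaching at least a set limit at 20 µM in the primary screen, cut at about 59% in these data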;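 also: 0% = DMSO wells with substrate and 100% = DMSO wells lacking glucose-6-phosphate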
NALP3 yeast inh = blocks the NALP3 inflammasome reconstituted in yeast; 0.39% of 330,000 active; inhibition, % at 10 µM; Yeast reconstituted NLRP3/ASC/caspase-1, beta-gal luminescence, 24 h;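 active = inhibition of 50% or more; inactive = inhibition below 50%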;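 also: plate controls were induced DMSO wells for no effect and uninduced yeast grown without galactose for full effect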
SENP8 block-2 = inhibitors of human SENP8 protease. Q96LD8. purified SENP8, Z-RLRGG-aminoluciferin cleavage, luminescence. inhibition, % at 10 µM. 1.2% of 330,000 active. AID 2540; in the data active = inhibition above about 50%
The depositor's hits bear a star; nt = no result given.

SMILES | Apaf-1 inh | SENP1 inh | SENP6 block | SENP7 block | HKDC1 inhibitor | SENP8 block-1 | PfGluPho inh | NALP3 yeast inh | SENP8 block-2
COc1ccc(NC(=O)Cc2nnc(SCC(=O)NC3CCCCC3C)n2C)cc1 (stereo not drawn) | 4 | 0 | 3 | -1 | -1 | 10 | -7 | -3 | 6
O=S1(=O)c2ccc(Br)cc2N2CCC[C@@H]2CN1Cc1ccccc1 | 15 | 1 | nt | 0 | 3 | 9 | 58 | nt | nt
CC(=O)Cc1nsc(NC(=O)c2ccc(-c3ccccc3Cl)o2)n1 | 6 | 1 | 31 | 45 | 2 | -91 | 48 | 11 | 57*
COc1ccc(OC)c(C2C(C(=O)c3ccco3)=C(O)C(=O)N2Cc2cccnc2)c1 (stereo not drawn) | 12 | 0 | 3 | 0 | -9 | 13 | 6 | 16 | -1
Cc1c(C(=O)N2CCN(Cc3ccccc3)CC2)oc2c1C(=O)CC(C)(C)C2 | 0 | -2 | 11 | 5 | 1 | 9 | -7 | 1 | -1
CCCn1nnc(NC(=O)c2ccc(Cl)cc2Cl)n1 | -6 | 2 | 6 | 0 | -1 | 20 | -1 | 18 | -3
C/C(=C\C(=O)c1ccccc1)NNC(=O)c1ccc(Cl)cc1 | 0 | 0 | 0 | -1 | -6 | 20 | -10 | 35 | -4
COCc1cc(C)nc(OCC(=O)N/N=C/c2ccc(O)cc2)c1C#N | 3 | -2 | -16 | 11 | 2 | 21 | -19 | 3 | -2
Brc1ccc(CSc2ncn[nH]2)cc1 | 14 | 1 | -15 | -9 | -2 | 20 | -8 | 13 | -11
O=C(C1=C(O)C(=O)N(CCCn2ccnc2)C1c1cccc(Br)c1)c1ccco1 (stereo not drawn) | -2 | 0 | -20 | -5 | 8 | 4 | 9 | 15 | -5

Structural class, the entries above with four or more nitrogen atoms (3)
SMILES | Apaf-1 inh | SENP1 inh | SENP6 block | SENP7 block | HKDC1 inhibitor | SENP8 block-1 | PfGluPho inh | NALP3 yeast inh | SENP8 block-2
COc1ccc(NC(=O)Cc2nnc(SCC(=O)NC3CCCCC3C)n2C)cc1 (stereo not drawn) | 4 | 0 | 3 | -1 | -1 | 10 | -7 | -3 | 6
CCCn1nnc(NC(=O)c2ccc(Cl)cc2Cl)n1 | -6 | 2 | 6 | 0 | -1 | 20 | -1 | 18 | -3
COCc1cc(C)nc(OCC(=O)N/N=C/c2ccc(O)cc2)c1C#N | 3 | -2 | -16 | 11 | 2 | 21 | -19 | 3 | -2

(continued)
SMILES | Apaf-1 inh | SENP1 inh | SENP6 block | SENP7 block | HKDC1 inhibitor | SENP8 block-1 | PfGluPho inh | NALP3 yeast inh | SENP8 block-2
O=C(O)C1CCCCN1S(=O)(=O)c1cccc2nsnc12 (stereo not drawn) | 3 | 2 | 8 | -2 | -6 | 10 | -17 | 3 | -11
CCCCCCC12CCC(C(=O)O)(CC1)CC2 | 3 | nt | -27 | 11 | nt | nt | nt | 54* | 1
COc1ccc(C(=O)Nc2cccc(S(=O)(=O)NC3=NCCCCC3)c2)cc1 | 11 | 1 | -7 | -4 | -1 | 9 | -8 | 10 | -14
COc1ccc(NC(=O)CN(C)CC(=O)Nc2cccc(C(C)=O)c2)cc1 | 7 | 2 | -9 | -1 | -3 | 18 | -10 | 13 | -14
COc1cccc(C2c3[nH]c4ccccc4c3C[C@H]3C(=O)N(c4ccccc4C(=O)N4CCC(C(=O)O)CC4)C(=O)N23)c1 (stereo partly drawn) | -2 | -47 | -14 | -8 | -3 | 9 | -4 | -10 | -5
CCOC(=O)N1CCN(S(=O)(=O)c2cc3c(cc2C)NC(=O)CO3)CC1 | 8 | 1 | -6 | 4 | -2 | 10 | -15 | 11 | 1
O=C1NN=C(c2ccc(Cl)cc2)CC1c1cccc(Br)c1 (stereo not drawn) | 25 | 0 | 0 | 9 | 3 | 1 | -2 | 10 | -7
Cc1ccc(C(=O)N/C(N)=N/c2nc3ccccc3o2)cc1 | 6 | -1 | -8 | -3 | -6 | 4 | -15 | 22 | -14
CCCC(=O)n1nc(-c2ccc(C)cc2)nc1NCc1ccco1 | 4 | 0 | 6 | 3 | -2 | 20 | 20 | 5 | -1
Cc1cc(C)cc(N(CC(=O)NC(C)C)C(=O)CCC(=O)Nc2ccccn2)c1 | -2 | 1 | 6 | -2 | -7 | 0 | -17 | 14 | 6
CN(CC(=O)Nc1ccccc1Cl)C(=O)Cn1nnc(-c2ccc(F)cc2)n1 | 7 | 4 | 5 | -10 | 0 | 13 | 0 | -10 | 4
N#CCCCn1c(-c2ccccc2)noc1=O | -12 | 1 | -9 | 1 | 1 | 14 | -5 | 2 | -11
COc1ccc(NS(=O)(=O)c2ccc(NC(C)=O)cc2)c(OC)c1 | -7 | 1 | -7 | -9 | -8 | 4 | 3 | 20 | -9
O=C1NC(c2ccccc2)=NC1(NS(=O)(=O)c1ccc(Cl)cc1)C(F)(F)F (stereo not drawn) | 1 | -18 | -7 | 6 | 6 | -2 | 12 | 20 | 2
C=CCn1c(Oc2cccc(C)c2)nc2c1c(=O)n(C)c(=O)n2C | 2 | 2 | -4 | -1 | -2 | 1 | -3 | 6 | -6
COc1ccccc1N1CCN(C(c2ccc(F)cc2)c2nnnn2C(C)C)CC1 (stereo not drawn) | nt | 3 | nt | nt | -4 | 18 | 3 | nt | nt
CN(C)C(=O)COc1ccc2c(-c3ccccc3)cc(=O)oc2c1 | 6 | -5 | -7 | -6 | -3 | -32 | 6 | 14 | 4
Cc1cccc(OCCn2ccnc2)c1 | -9 | 1 | 15 | 2 | 3 | 6 | 3 | 21 | 3
Cc1ccc(CCNC(=O)CCCn2nc(C)c3c(C)n(-c4ccc(C)cc4)nc3c2=O)cc1 | -2 | -1 | 4 | 4 | 1 | 4 | 5 | -1 | -1
O=C(O)C1C2CCC(C2)C1C(=O)NCCc1ccccc1 (stereo not drawn) | -4 | 0 | -3 | 0 | -4 | 8 | 15 | 10 | 0

Records above marked active in NALP3 yeast inh.
compound | SENP1 inh | SENP6 block | SENP7 block | HKDC1 inhibitor | PfGluPho inh | NALP3 yeast inh
CCCCCCC12CCC(C(=O)O)(CC1)CC2 | nt | -27 | 11 | nt | nt | 54*

Next part:
SMILES | Apaf-1 inh | SENP1 inh | SENP6 block | SENP7 block | HKDC1 inhibitor | SENP8 block-1 | PfGluPho inh | NALP3 yeast inh | SENP8 block-2
CCOC(=O)Cc1csc(NC(=O)c2cccc(OC)c2)n1 | 7 | 0 | 7 | 9 | 0 | -6 | 7 | 44 | -9
Cc1oncc1C(=S)Nc1ccccc1 | -2 | -1 | -2 | -4 | -3 | 8 | 16 | -12 | -3
CC[n+]1c(C)n(-c2ccccc2)c2ccc(NC(C)=O)cc21 | -1 | 2 | 1 | 6 | 17 | -68 | -1 | 10 | -3
O=C(Cn1ccc(C(F)(F)F)n1)N/N=C/c1cccs1 | -9 | 3 | -19 | -2 | -8 | 7 | -4 | -11 | -5
COc1cccc(N2CN(CCc3ccccc3)CNC2=S)c1 | -8 | 0 | -8 | -9 | -2 | 26 | -8 | 8 | -5
NNC(=O)c1ccc(CSc2nc3ccccc3[nH]2)cc1 | 12 | 2 | -12 | -13 | -5 | 13 | -3 | -4 | -5
COc1ccc(N2C(=O)c3ccc(C(=O)Nc4ccc(NC(C)=O)cc4)cc3C2=O)cc1 | -2 | 2 | 0 | 5 | -4 | 20 | -13 | 15 | 3
O=C(Cc1cccc(NC(=O)C2CCCN(C(=O)CCc3ccccc3)C2)c1)Nc1cccc(C(=O)N2CCOCC2)c1 (stereo not drawn) | nt | 0 | nt | nt | 2 | 3 | 4 | nt | nt
Nn1c(SCc2cccc(C(F)(F)F)c2)nnc1-c1ccco1 | 6 | 4 | -23 | 5 | -6 | 5 | -3 | 2 | 2
CCN(CC)c1nc(N)nc(NS(=O)(=O)c2ccc(Cl)cc2)n1 | 1 | 2 | 3 | 5 | 5 | 7 | 67* | 16 | 0
CCc1c(C(=O)Nc2nnc(C3CC3)s2)csc1C | -4 | 1 | -23 | -5 | -9 | 13 | -11 | 19 | -1
CCO[C@H]1OC(C(=O)O)=C[C@@H](C2CC2)[C@@H]1CCCO | -1 | nt | -16 | 18 | nt | nt | nt | 8 | -9
CCCCc1nnc(NC(=O)CSCc2cc(=O)n3ccsc3n2)s1 | -7 | 0 | 18 | 3 | -4 | -4 | 2 | -4 | 8
CC(CN1CCN(C)CC1)OC(=O)c1ccc(Cl)cc1Cl (stereo not drawn) | -7 | -1 | -10 | -13 | -8 | 25 | -13 | 12 | -10
O=C(O)c1c(C(=O)O)c(-c2ccc(Br)cc2)n2c1CSC2 | 8 | 0 | 11 | 6 | 1 | 16 | -6 | 2 | 6
CC12CCC(=O)N1C(C(=O)Nc1cc(Cl)ccc1N1CCOCC1)CS2 (stereo not drawn) | -2 | 1 | 4 | 6 | -4 | 10 | 7 | 8 | 1
NNC(=O)C1CCCN1S(=O)(=O)c1ccc(Cl)cc1 (stereo not drawn) | 3 | 1 | 1 | -7 | -7 | 6 | -7 | 9 | -3
CCSc1nnc(NC(=O)c2cc(-c3ccccc3O)n[nH]2)s1 | -15 | 3 | 20 | 10 | -11 | -18 | -9 | 9 | -9
CS(=O)CSc1nc2c(cc1C#N)CCCC2 (stereo not drawn) | -23 | -4 | -5 | 8 | 9 | 0 | 0 | 11 | 0
NS(=O)(=O)c1ccc(NC(=O)COC(=O)CNC(=O)C23CC4CC(CC(C4)C2)C3)cc1 | 5 | -3 | -22 | -5 | -9 | 4 | -12 | -3 | -4
CCCCOc1ccc(CN=C(N)N)cc1Cl | -4 | 2 | -18 | -8 | -6 | 28 | -1 | 19 | -3
O=C(c1ccccc1)c1cc2ccc(O)cc2oc1=O | -1 | -28 | 95* | 98* | -5 | -151 | -11 | 10 | 96*
O=C(NCc1ccccc1)c1ccc(-c2ccc(F)cc2)o1 | 11 | 4 | -10 | 6 | 5 | -7 | -5 | 2 | -2
COc1ccc(OC)c(C2C(C(C)=O)=C(O)C(=O)N2c2ccc(F)cc2)c1 (stereo not drawn) | 12 | 0 | 3 | 4 | -3 | 2 | -4 | -1 | 1
Cc1cccc(N=Nc2c(O)[nH]c3ccc(F)cc23)c1 | 23 | 27 | 10 | 23 | 6 | 9 | 18 | 31 | 1
O=C(NCc1ccccc1)C(=O)NCC1OCCN1S(=O)(=O)c1cccs1 (stereo not drawn) | -3 | 0 | -12 | -4 | -3 | -1 | -9 | 16 | 8
O=C(Nc1ccc(CN2CCOCC2)cc1)c1cc(Br)ccc1Cl | -12 | 2 | 17 | -6 | 0 | 11 | -16 | 23 | 12
CCN(CC)C(=O)CSc1nc2c(sc(=S)n2CC)c(=O)n1-c1ccccc1 | 9 | -2 | -9 | 2 | -8 | 14 | -5 | 7 | -2
O=C(NCCCNC(=O)c1c(Cl)cccc1Cl)c1c(Cl)cccc1Cl | -1 | 3 | -10 | -1 | -3 | 12 | -9 | 7 | -4
COC(=O)c1c(NC(=O)CN2CCC3(O)CCCCC3C2c2cc(OC)ccc2OC)sc(C)c1C (stereo not drawn) | 37 | -2 | 4 | 5 | 2 | -217 | 13 | -13 | 4
COc1ccccc1[C@@H]1C(c2cccc(Cl)c2)=NN(c2ccccc2)[C@H]1C(=O)N1CCOC1=O | 9 | -27 | -5 | -16 | 7 | -486 | 8 | 10 | -7
